Bioassay records: PubChem, Sanford-Burnham Center for Chemical Genomics
NLRP3 yeast inh = NALP3 inhibition in yeast. Yeast reconstituted NLRP3/ASC/caspase-1, beta-gal luminescence, 24 h. 0.39% of 330,000 active. inhibition, % at 10 µM;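 active means inhibition of 50% or more; inactive means inhibition below 50%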;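 further: plate controls were induced DMSO wells for no effect and uninduced yeast grown without galactose for full effect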
MPTP inh = inhibitors of mitochondrial permeability transition pore; 1.4% of 360,000 active; inhibition, % at 10 µM; isolated mouse mitochondria, Ca2+ swelling absorbance, 30 min;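 active means inhibition of 50% or more, scaled per plate between neutral and stimulator controls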;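 further: 0% = DMSO wells given calcium and 100% = 1 mM EGTA wells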
tim23-1 inh = growth inhibitors of tim23-1 mutant yeast; S. cerevisiae tim23-1 growth, BacTiter-Glo luminescence, 24 h; inhibition, % at 20 µM; 1.3% of 330,000 active;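 active means growth inhibition of the mutant yeast at or above 50%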;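 further: temperature-sensitive mutant grown at 25 °C; plate controls were DMSO-treated mutant yeast for no effect and medium wells lacking yeast for full effect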
TIM10 inh = growth inhibitors of TIM10 yeast strain; S. cerevisiae TIM10 strain growth, BacTiter-Glo luminescence, 24 h; inhibition, % at 10 µM; 1.4% of 330,000 active; AID 463195;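 active means inhibition of 40% or more at the single tested concentration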;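 further: wild-type TIM10 isogenic control strain grown at permissive 25 °C; 0% = DMSO yeast wells and 100% = minimal medium wells without yeast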
NR3A LBD binder = modulates the human NR3A ligand-binding domain; NR3A LBD differential scanning fluorimetry, Tm shift; 0% = protein alone, 100% = glycine-bound protein; AID 1259313; Tm shift relative to glycine control, % at 25 µM; 2.5% of 340,000 active;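 active means melting temperature shift of at least 10% of the positive control shift, at one fixed dose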
APJ antagonist = antagonists of human APJ apelin receptor | P35414 | CHO-K1 APJ beta-arrestin complementation, luminescence | inhibition, % at 20 µM | 0.32% of 330,000 active | AID 2521;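 active means inhibition above about 40% at 20 µM, limit read from the data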;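 further: cells challenged with 10 nM apelin-13 agonist together with compound; plate controls were apelin-13 plus DMSO wells for no effect and DMSO wells lacking apelin-13 for full effect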
Target sequence (P35414 whole entry, looked up): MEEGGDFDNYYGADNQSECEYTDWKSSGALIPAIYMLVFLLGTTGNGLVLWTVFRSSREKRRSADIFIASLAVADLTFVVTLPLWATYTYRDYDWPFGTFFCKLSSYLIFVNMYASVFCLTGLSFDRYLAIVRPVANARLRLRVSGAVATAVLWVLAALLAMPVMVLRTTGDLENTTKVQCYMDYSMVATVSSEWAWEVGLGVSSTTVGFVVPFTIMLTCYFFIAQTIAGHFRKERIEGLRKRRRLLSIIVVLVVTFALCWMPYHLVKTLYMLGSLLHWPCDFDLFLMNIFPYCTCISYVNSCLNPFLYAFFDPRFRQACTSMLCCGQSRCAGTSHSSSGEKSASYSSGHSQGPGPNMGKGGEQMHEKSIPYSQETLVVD
APJ ag = activates the human apelin receptor APJ; P35414; CHO-K1 APJ PathHunter beta-arrestin, luminescence; 0% DMSO wells, 100% apelin; activation, % at 20 µM; 0.11% of 330,000 active; AID 2520;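 active means activation more than six SD over the plate average, tested at 20 µM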;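 further: 0% = DMSO alone and 100% = apelin-13 at 10 nM; some results filed as inactive read as strong as hits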
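Assay system: CHO-K1 cells stably expressing ProLink-tagged human APJ and arrestin–beta-gal acceptor. Compound dosing: 20 µM single point, 1% DMSO. Times: 16-18 h seeding, 90 min dark compound exposure, 60 min detection. Detection: beta-gal luminescence. Evaluation: APJ–arrestin association signal. Controls: negative DMSO alone, positive Apelin-13 at 10 nM.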
beta cell repl = induces beta-cell replication in MIN6 cells; proliferation, % at 10 µM; MIN6 cells proliferation, ATPlite luminescence, 48 h; cells starved in 0.2% serum; 100% = growth in 10% serum; 0.29% of 330,000 active;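 active means compounds whose signal lies at least 3.5 SD above the mean of all wells on their plate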;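 further: 0% = DMSO-treated cells in low-serum medium and 100% = 10% serum control; some compounds called inactive have numbers as strong as hits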
tim10-1 inh = growth inhibitors of tim10-1 mutant yeast. inhibition, % at 20 µM. 2.2% of 330,000 active. S. cerevisiae tim10-1 ts strain growth, BacTiter-Glo, 24 h;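 active means inhibition of at least 40%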;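 further: mutant grown at 25 °C; 0% = DMSO wells with yeast and 100% = wells holding no yeast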
* hit, by the source's call; . = no result given.

SMILES	NLRP3 yeast inh	MPTP inh	tim23-1 inh	TIM10 inh	NR3A LBD binder	APJ antagonist	APJ ag	beta cell repl	tim10-1 inh
COc1cc(C(=S)N2CCCC2)ccc1OCC(N)=O	-4	-0.6	-12	-7	0	8	3	4	-6
CCN(CC(=O)Nc1c(F)cccc1F)C(=O)C1CCC1	15	-2.8	0	-4	1	-2	2	1	-1
CC(=O)c1ccc(N/C=C\C(=O)c2ccc(C)cc2)cc1	16	-0.6	-2	-15	-8	-13	1	-1	-2
Cc1cc(N2CCCC2)nc(-c2ccccc2O)n1	0	-2.2	4	16	0	11	-2	-2	19
O=C(COC(=O)c1cccc(Cl)c1Cl)NCCN1C(=O)CSC1=O	5	0.0	-10	0	-2	-4	-2	-1	6
C/C(Cn1nc([N+](=O)[O-])cc1C)=N\NC(=O)c1ccc(O)cc1O	11	-0.3	0	-5	-2	10	-1	-2	-7
O=C(Cc1ccccc1)N1CCC(c2ccccc2)C1 (centres undefined)	7	-1.3	6	10	1	1	1	0	7
O=C(O)C1CC(O)CN1S(=O)(=O)c1ccc2ccccc2c1 (centres undefined)	32	-2.0	2	7	-1	-10	-1	-1	-3
COc1cccc(CN2CCN(S(=O)(=O)c3ccc(Cl)s3)CC2)c1	17	-0.3	27	21	4	-17	-2	-4	37
O=C(Nc1ccccc1N1CCCC1)c1cccc(S(=O)(=O)N2CCOCC2)c1	8	-3.2	27	12	-1	8	-4	0	24
CCCn1nc(C(=O)Nc2cc(C(=O)OC)ccc2C)c2ccccc2c1=O	0	1.2	-24	-20	3	19	-2	1	21
Cc1noc(N)c1C(=O)Nc1ccc(F)cc1	9	-2.7	3	-6	2	-4	3	-3	3
COc1cc(CNc2ccc(N3CCCC3)cc2)cc(Cl)c1OC	27	4.6	10	-23	0	-42	10	-7	18
O=C(c1ccc(Cl)s1)N1CCN(c2nc3ccccc3s2)CC1	40	-1.7	32	-3	3	-3	-5	-4	8
Cc1sc(NC(=O)Cc2ccc3c(c2)OCO3)nc1-c1ccc2c(c1)CCN2C(=O)c1ccccc1F	12	0.3	11	15	-4	15	-3	-1	17
COc1ccccc1CCN=C(N)NS(=O)(=O)c1ccc(F)cc1	15	1.0	0	-1	0	-46	0	3	-20
CC(C)[C@H](NS(=O)(=O)c1ccccc1)C(=O)Nc1ccccc1N1CCOCC1	4	-2.1	17	12	-2	-6	-1	0	15
O=C(O)c1cc2ccccc2n1-c1ccccc1	9	-0.6	4	20	2	3	1	0	11
Cc1ccccc1N(CC(=O)NCc1ccncc1)S(C)(=O)=O	9	0.6	14	8	-1	0	0	-1	1
FC(F)(F)c1cc(-c2ccccc2)nc(-n2cncn2)n1	10	-1.3	8	3	0	-21	-2	3	10
CCOc1ccc(/C=C/[N+](=O)[O-])c2ccccc12	6	3.9	73*	65*	3	-24	16*	-6	51*
COCCNCC(=O)Nc1ccc(C)c(S(=O)(=O)N2CCCCC2)c1	15	-2.1	18	2	1	5	-3	-4	6
O=C(COC(=O)CCC(=O)c1ccc2c(c1)OCCO2)NCc1ccc2c(c1)OCO2	13	0.8	26	8	0	7	-2	0	15
CC(C)(C)c1ccc(NC(=O)CSc2n[nH]c(=O)n2C2CC2)cc1	4	0.3	1	3	1	9	-1	-4	6
Cc1cc(NC(=O)CC2CCCC2)ccc1Br	47	1.6	24	-5	-13	-2	-1	0	-21
COc1cc2c(cc1OC)C(C)N(C(=O)C(NC(=O)c1ccccc1)C(C)C)CC2 (centres undefined)	18	0.2	31	14	-3	-16	-5	0	27
CCN(CC)CCOCCOc1ccccc1F	-3	0.8	13	14	2	15	-5	-3	11
Nc1nnnn1NCc1cccc(OCc2ccccc2)c1	-3	-0.4	3	11	2	6	-1	-1	8
COCC1CCN(Cc2c(C(=O)N3CCc4ccccc4C3)nc3ccc(Cl)cn23)C1 (centres undefined)	17	-0.7	8	12	-3	7	-2	-6	8
C=CCn1c(SCC(=O)NCc2ccco2)nc2ccccc2c1=O	-5	-0.5	11	-16	1	6	-3	-1	7
CCOC(=O)C(=N/O)/C(C)=N/NC(C)=O	9	0.8	3	-13	0	-18	-1	-1	11
COc1ccc(-c2cc(C(=O)Nc3c(F)cc(F)cc3Br)no2)cc1	20	-0.7	-62	-54	1	-1	-3	-2	-13
COc1ccc(N(C(=O)c2snc(C(N)=O)c2N)C(C(=O)NC2CCCC2)c2ccco2)c(OC)c1 (centres undefined)	20	-1.3	15	-7	-1	10	-4	-3	9
O=C(/C(=N/O)n1cncn1)c1ccccc1Cl	16	0.2	11	-20	0	-5	4	-1	-16
COc1cc(-n2c(=O)c3ccccc3n(CC(=O)OCc3ccccc3)c2=O)cc(OC)c1OC	-20	0.3	-31	-35	-2	3	-5	0	-3
Cc1ccc2sc(N(CCN(C)C)C(=O)c3ccc4ccccc4c3)nc2c1C	6	2.0	16	16	-3	-22	-3	-8	12
Cc1ccc2nc(NC(=O)C3CC3C)sc2c1 (centres undefined)	19	0.7	35	18	-2	8	-2	-3	33
N#CC(c1ccc(=O)[nH]n1)c1ccc(Cl)cc1Cl (centres undefined)	20	1.8	0	5	0	12	0	0	11
O=C(CN1C(=O)c2ccccc2C1=O)N1CCN(c2ccccn2)CC1	13	-2.2	15	5	0	17	-3	0	31
Cc1c(N=NC2=C(O)CC(C)(C)CC2=O)cc2c(c1[N+](=O)[O-])C(C)(C)CC2(C)C	6	-1.0	21	11	2	7	0	-4	-4
Cc1c(NC(=S)N/N=C/c2ccc(N(C)C)cc2)c(=O)n(-c2ccccc2)n1C	9	1.5	23	3	-16	0	3	0	8
CCCCOc1ccc(C)cc1CN(CCO)CCO	12	0.0	-4	-8	1	13	-9	-2	-8
CNS(=O)(=O)c1cc(OCC(N)=O)c(C)cc1Cl	11	-1.0	-1	5	1	4	-6	0	9
C=CCn1c(SCC(=O)Nc2ccccc2CC)nnc1-c1ccncc1	7	0.0	-1	0	-1	-1	-4	-2	19
CC(C)Cn1c(=S)[nH]c2ccccc2c1=O	11	0.2	14	-28	-1	4	-4	-2	-45
N#C/C(C(N)=O)=c1/ccc2c(c1)N1C3=C(CCCC3)CC3CCCCC31N=2 (centres undefined)	57*	.	63*	19	2	7	-4	-4	26
Cc1cccc(/C=C/c2onc(C)c2S(=O)(=O)N2CCC(C(=O)N3CCCCCC3)CC2)c1	0	1.7	17	-7	0	17	9	-6	-1
O=C(Nc1nnc(SCc2cccc(F)c2)s1)c1ccco1	11	0.2	18	17	-1	3	0	5	10
COC(=O)c1c[nH]n2c(=O)c(C(C)C)c(C)nc12	0	0.0	19	11	0	-37	4	1	26
CC(C)(C)c1cc(C(=O)O)n[nH]1	0	-1.1	7	13	-1	7	-6	-1	6
Cc1ccc(-c2cc(-c3ccc(C)cc3O)[nH]n2)cc1	22	3.3	41	33	3	16	-5	-4	9
CCCc1cc(=O)[nH]c(SCc2cc(=O)oc3cc(C)c(C(C)C)cc23)n1	-19	5.5	30	6	0	11	-2	-2	33
Cc1ccc2[nH]c(=O)c(CN(CCCN(C)C)C(=O)Nc3ccc(F)cc3)cc2c1	4	-0.2	3	9	-1	-12	0	-5	2
COc1ccccc1CNC(=O)CN(c1ccc(C)cc1)S(=O)(=O)c1c(C)noc1C	-9	-1.5	36	8	-1	10	0	-1	31
CCN(CC)CCN(Cc1cc2cc(C)ccc2[nH]c1=O)C(=O)Nc1ccccc1OC	-6	-2.5	3	8	-1	-19	0	5	18
CCN(CC(=O)Nc1c(F)cccc1F)C(=O)C1CCN(S(=O)(=O)c2ccc(C)c(C)c2)CC1	17	1.5	16	-1	-4	-8	5	3	7
O=C(c1ccc(F)c(F)c1)N1CCC2(CC1)NCCc1[nH]cnc12	13	-1.4	-5	4	-3	16	0	-1	-4
Cc1cc(/C=C(\C#N)C(=O)OCC#N)c(C)n1CC(C)C	20	-1.0	19	-3	2	4	-2	1	-6
Cc1ccc(S(=O)(=O)CC(=O)N(CCCN(C)C)c2nc3ccc(C)cc3s2)cc1	-7	90*	7	-2	1	-97	-2	-6	23
CN(CC(=O)Nc1cccc(F)c1)C(=O)c1cc(S(=O)(=O)N2CCN(c3ccccc3)CC2)ccc1Cl	15	0.8	4	9	-1	-64	-1	-2	6

The listing continues:
SMILES	NLRP3 yeast inh	MPTP inh	tim23-1 inh	TIM10 inh	NR3A LBD binder	APJ antagonist	APJ ag	beta cell repl	tim10-1 inh
C=CCN(c1ccc(C(=O)NCCN2CCOCC2)cc1)S(C)(=O)=O	14	-0.2	-6	-8	0	4	0	-3	-8
CCOCCCNC(=O)C(NC(=O)c1ccc2c(c1)OCO2)c1ccc(Cl)cc1 (centres undefined)	-21	1.1	8	10	1	-5	0	0	15
O=C(CN1CCCCC1)NC(=O)Nc1ccccc1F	5	-0.8	-15	-13	.	26	-5	1	-28
O=C(Nc1ccccc1-c1ccccc1)c1ccccc1	-10	0.1	23	0	4	10	-3	-1	8

Exported in markdown: 15 of the compounds above.
| SMILES | NLRP3 yeast inh | MPTP inh | tim23-1 inh | TIM10 inh | NR3A LBD binder | APJ antagonist | APJ ag | beta cell repl | tim10-1 inh |
| --- | --- | --- | --- | --- | --- | --- | --- | --- | --- |
| Cc1cccc(/C=C/c2onc(C)c2S(=O)(=O)N2CCC(C(=O)N3CCCCCC3)CC2)c1 | 0 | 1.7 | 17 | -7 | 0 | 17 | 9 | -6 | -1 |
| O=C(Nc1nnc(SCc2cccc(F)c2)s1)c1ccco1 | 11 | 0.2 | 18 | 17 | -1 | 3 | 0 | 5 | 10 |
| COC(=O)c1c[nH]n2c(=O)c(C(C)C)c(C)nc12 | 0 | 0.0 | 19 | 11 | 0 | -37 | 4 | 1 | 26 |
| CC(C)(C)c1cc(C(=O)O)n[nH]1 | 0 | -1.1 | 7 | 13 | -1 | 7 | -6 | -1 | 6 |
| Cc1ccc(-c2cc(-c3ccc(C)cc3O)[nH]n2)cc1 | 22 | 3.3 | 41 | 33 | 3 | 16 | -5 | -4 | 9 |
| CCCc1cc(=O)[nH]c(SCc2cc(=O)oc3cc(C)c(C(C)C)cc23)n1 | -19 | 5.5 | 30 | 6 | 0 | 11 | -2 | -2 | 33 |
| Cc1ccc2[nH]c(=O)c(CN(CCCN(C)C)C(=O)Nc3ccc(F)cc3)cc2c1 | 4 | -0.2 | 3 | 9 | -1 | -12 | 0 | -5 | 2 |
| COc1ccccc1CNC(=O)CN(c1ccc(C)cc1)S(=O)(=O)c1c(C)noc1C | -9 | -1.5 | 36 | 8 | -1 | 10 | 0 | -1 | 31 |
| CCN(CC)CCN(Cc1cc2cc(C)ccc2[nH]c1=O)C(=O)Nc1ccccc1OC | -6 | -2.5 | 3 | 8 | -1 | -19 | 0 | 5 | 18 |
| CCN(CC(=O)Nc1c(F)cccc1F)C(=O)C1CCN(S(=O)(=O)c2ccc(C)c(C)c2)CC1 | 17 | 1.5 | 16 | -1 | -4 | -8 | 5 | 3 | 7 |
| O=C(c1ccc(F)c(F)c1)N1CCC2(CC1)NCCc1[nH]cnc12 | 13 | -1.4 | -5 | 4 | -3 | 16 | 0 | -1 | -4 |
| Cc1cc(/C=C(\C#N)C(=O)OCC#N)c(C)n1CC(C)C | 20 | -1.0 | 19 | -3 | 2 | 4 | -2 | 1 | -6 |
| Cc1ccc(S(=O)(=O)CC(=O)N(CCCN(C)C)c2nc3ccc(C)cc3s2)cc1 | -7 | 90* | 7 | -2 | 1 | -97 | -2 | -6 | 23 |
| CN(CC(=O)Nc1cccc(F)c1)C(=O)c1cc(S(=O)(=O)N2CCN(c3ccccc3)CC2)ccc1Cl | 15 | 0.8 | 4 | 9 | -1 | -64 | -1 | -2 | 6 |
| C=CCN(c1ccc(C(=O)NCCN2CCOCC2)cc1)S(C)(=O)=O | 14 | -0.2 | -6 | -8 | 0 | 4 | 0 | -3 | -8 |

No enrichment for hits; any-hit rate near 7.2%.
